Source: PubChem
G6PDH counter = inhibits Leuconostoc G6PDH, flagging false hits in G6PDH-based assays. AID 1020. inhibition, % at 5 µM. Purified L. mesenteroides G6PDH, diaphorase/resazurin coupled fluorescence, 45 min. actives 0.12% (n = 200,000); in the data active = inhibition above about 50%
TNAP act hi DEA = activators of human TNAP at high phosphate acceptor concentration; P05186; 200,000 tested, under 10 active; purified TNAP, CDP-star luminescence, 1 M DEA, 30 min; hits give high values; 0 = EDTA background, 1 = DMSO-only activity; activation factor at 20 µM;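 active = activation factor at least 2 at 20 µM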
Target sequence (P05186 whole entry, looked up): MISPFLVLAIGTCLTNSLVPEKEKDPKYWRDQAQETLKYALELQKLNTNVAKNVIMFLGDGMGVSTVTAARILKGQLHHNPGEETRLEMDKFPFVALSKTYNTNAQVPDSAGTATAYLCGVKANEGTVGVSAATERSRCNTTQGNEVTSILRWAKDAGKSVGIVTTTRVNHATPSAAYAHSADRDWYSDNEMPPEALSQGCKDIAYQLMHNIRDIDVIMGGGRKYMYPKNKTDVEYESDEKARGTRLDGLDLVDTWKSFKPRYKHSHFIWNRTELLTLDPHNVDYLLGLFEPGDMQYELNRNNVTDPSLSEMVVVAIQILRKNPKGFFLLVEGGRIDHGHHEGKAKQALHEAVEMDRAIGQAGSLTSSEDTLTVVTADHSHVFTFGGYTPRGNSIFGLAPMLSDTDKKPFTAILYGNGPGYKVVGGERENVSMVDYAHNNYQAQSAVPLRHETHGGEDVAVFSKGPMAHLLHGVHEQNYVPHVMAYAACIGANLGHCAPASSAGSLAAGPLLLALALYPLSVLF
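Test system – human TNAP · Doses – 20 µM single point · Incubation – 30 min, room temperature · Signal – luminescent substrate turnover signal · Read-out basis – activation factor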
Diaph inh CS = diaphorase inhibition or chemical oxidation counter-screen; diaphorase resazurin-to-resorufin fluorescence, NADH, 16 min; bacterial (C. kluyveri) enzyme, not human; inhibition, % at 20 µM; actives 0.69% (n = 190,000);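 active = primary screen inhibition at 20 µM above a set limit, cut at about 50% in these data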;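 also: plate controls were DMSO with full reaction for no effect and wells lacking NADH for full effect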
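controls = No-NADH positive control and DMSO neutral control | system = Clostridium kluyveri diaphorase enzyme | timing = reaction incubation of 16 min at room temperature | signal = resorufin fluorescence 544/590 nm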
FLuc act counter = affects firefly luciferase, flagging false hits in luciferase stimulation screens. P08659. ATPlite luciferase biochemical, luminescence, 10 min; 0 = ATP-free wells, 1 = DMSO control. activation factor at 10 µM. 200,000 tested, under 10 active;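 active = luciferase activation factor, scaled between plate controls, of at least 2 with compound at 10 µM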
Target sequence (P08659 whole entry, looked up): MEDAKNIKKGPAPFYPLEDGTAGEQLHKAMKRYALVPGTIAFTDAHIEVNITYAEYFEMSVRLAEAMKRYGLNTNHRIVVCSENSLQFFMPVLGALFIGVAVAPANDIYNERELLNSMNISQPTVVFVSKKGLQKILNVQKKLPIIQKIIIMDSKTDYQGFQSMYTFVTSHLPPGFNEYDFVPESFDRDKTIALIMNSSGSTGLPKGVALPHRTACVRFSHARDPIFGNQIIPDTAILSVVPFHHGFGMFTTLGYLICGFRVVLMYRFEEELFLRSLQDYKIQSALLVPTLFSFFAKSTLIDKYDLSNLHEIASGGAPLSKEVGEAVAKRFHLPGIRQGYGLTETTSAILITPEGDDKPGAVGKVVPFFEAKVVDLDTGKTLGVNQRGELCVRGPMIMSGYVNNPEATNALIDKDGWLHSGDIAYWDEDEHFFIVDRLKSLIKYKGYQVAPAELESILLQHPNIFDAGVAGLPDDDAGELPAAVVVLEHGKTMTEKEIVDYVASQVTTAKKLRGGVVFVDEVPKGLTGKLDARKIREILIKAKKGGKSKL
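System: luciferase plus luciferin reagent, cell-free; medium: PBS as buffer for the ATP substrate; dosing: test compounds dosed from 2 mM stocks in 100% DMSO; timing: 10 min post-reagent at room temperature; measured by: luminescence measurement of luciferase light output; evaluation: luciferase activation, seen as luminescence increase over controls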
PMI activator = phosphomannose isomerase (human) activation; P34949; purified human PMI, coupled resazurin fluorescence, 20 min; hits give high values; 1 = vehicle control, 0 substrate-free wells; activation factor at 20 µM; actives 0.005% (n = 190,000); AID 1214;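 active = activation factor of 2 or more at 20 µM, relative to plate controls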
TNAP inh noacc = TNAP (human) inhibition, acceptor-free conditions; P05186; purified TNAP, CDP-star luminescence, 30 min; inhibition, % at 20 µM; actives 0.26% (n = 200,000); AID 1012;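 active = tissue-nonspecific alkaline phosphatase inhibition above about 50% at 20 µM in the single-dose screen, limit read from the data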;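 also: 0% = DMSO negative control and 100% = EDTA positive control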
Diaphorase act = activates diaphorase or chemically reduces, flagging diaphorase assay artifacts; actives 0.005% (n = 190,000); Diaphorase/resazurin coupled assay, resorufin fluorescence, 16 min; hits give high values; 1 = vehicle wells, 0 = NADH-free wells; AID 1229; activation factor at 20 µM;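 active = diaphorase activity raised at least twofold by the compound at 20 µM; inactive = activation factor below 2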
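test system = bacterial diaphorase enzyme (C. kluyveri) | quantity = enzyme 0.07 U/mL final | reagent = NADH substrate 0.114 mM plus resazurin dye 0.1 mM, final | incubation = 16 min enzyme reaction, ambient temperature | buffer or medium = HEPES pH 7.4 buffer with MgCl2 and Tween 20 | signal = fluorescence of resorufin, 544 nm excitation, 590 nm emission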
PMI act satM6P = increases human PMI activity with near-saturating mannose 6-phosphate. actives 0.34% (n = 190,000). activation factor at 20 µM. P34949. AID 1216. coupled PMI enzyme assay, resazurin fluorescence, 20 min; hits give high values; 1 = untreated enzyme, 0 = substrate-free blank;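 active = activation factor of 2 or more at 20 µM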
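Material: human phosphomannose isomerase with PGI, G6PDH, diaphorase coupling enzymes / Reagent: Man-6-P substrate 1.0 mM / Dosing: single compound dose of 20 µM, 1% DMSO final / Incubation: enzyme reaction with compound 20 min at room temperature / Signal: resorufin fluorescence (Ex 544/Em 590 nm) from resazurin via diaphorase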
TNAP inh hiacc = TNAP (human) inhibition, high acceptor | purified TNAP, CDP-star luminescence, 1 M DEA | actives 0.03% (n = 200,000) | P05186 | inhibition, % at 20 µM | AID 1135;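 active = over 50% inhibition of tissue-nonspecific alkaline phosphatase at 20 µM in the single-dose screen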;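 also: plate controls were DMSO wells for no effect and EDTA-quenched wells as full inhibition for full effect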
HMGR II inh = blocks class II HMG-CoA reductase of Enterococcus faecalis; actives 0.41% (n = 190,000); inhibition, % at 10 µM; purified E. faecalis HMGR, NADPH absorbance 340 nm kinetic;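 active = inhibition above a set limit, the median over all tested compounds plus 3 SD, cut at about 9.5% in these data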;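 also: enzyme runs in reverse so mevalonate oxidation gives rising NADPH absorbance; 0% = complete reaction with DMSO and 100% = background rate lacking mevalonate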
* = called active by the depositor. Outcome played no part in choosing rows (roughly 1.7% active in at least one column).

SMILES	G6PDH counter	TNAP act hi DEA	Diaph inh CS	FLuc act counter	PMI activator	TNAP inh noacc	Diaphorase act	PMI act satM6P	TNAP inh hiacc	HMGR II inh
COc1ccc(OC)c(N)c1	34	1	30	1.1	0.9	-6	0.7	0.6	3	-2
Cc1c(C(=O)OCC(=O)Nc2cccc(S(N)(=O)=O)c2)oc2c1ccc1ccccc12	0	1	11	1	1	-13	0.9	0.8	-3	1
O=C(Nc1ccccc1)OCCN1CCN(Cc2ccccc2)CCC1=O	14	1	0	1	1	-5	1	1	-2	-3
CCOC(=O)Nc1sc(C)nc1-c1ccccc1	10	1.1	4	1.1	1.1	-2	1	1.1	-6	-4
N#Cc1ccc(COn2nnc3ccccc32)cc1	1	0.9	-1	1	1.1	-4	1	1.1	6	5
Cc1ccc(NC2=CC(=O)CC(C)(C)C2)cc1C	-6	1.1	3	1.1	1	-13	1	1.1	-8	-1
COc1ccc(CCNc2oc(-c3cccc4ccccc34)nc2P(=O)(OC)OC)cc1OC	-12	1	22	1	0.9	-10	0.8	0.9	-1	-10
COc1cc(C)ccc1OCCOc1c(C)cccc1Cl	-2	1.1	18	1	0.9	-14	0.8	1	-7	-1
CCN(CC)C(=O)c1[nH]cnc1C(=O)N[C@@H](C)C(=O)OCc1ccccc1	4	1.1	14	1.1	0.9	-9	0.9	1	-7	-2
COc1cc(/C=N/NC(=O)c2cccc([N+](=O)[O-])c2)ccc1OCc1ccc(C)cc1	-5	1	2	1	1	-10	1	1	-1	-1
Cc1noc(/C=C/N(C)C)c1S(=O)(=O)N1CCCC(C(=O)NCc2ccco2)C1 (stereo unspecified)	2	1	5	1	1	-12	0.9	0.9	-2	0
CCC(C)(C)n1nnnc1C(c1ccccn1)N1CCOCC1 (stereo unspecified)	7	1.1	11	1.1	1.2	-15	0.9	1	-10	-2
Cc1ccc(-n2nc3c(c2NC(=O)c2ccc(Br)o2)CSC3)c(C)c1	-10	1	22	1.1	0.9	-7	0.8	0.8	-4	-3
CC(C)NC(=O)c1c2c(nc3ccccc13)CCCC2	7	1	8	1	1	-9	0.9	0.9	-3	-4
Cc1ccc(NC(=O)CSc2ncc3ccccn23)cc1C	1	1	1	1	0.9	-13	1	0.9	-1	-2
CCOC(=O)Nc1cc(C(=O)OC)cc(C(=O)OC)c1	4	1.1	14	1.1	1.1	-12	0.9	1	-8	1
Cc1sc2nc3c(C(=O)N4CCCC4)cc(C(=O)c4ccccc4O)cn3c(=O)c2c1C	3	0.9	16	1	1.1	4	0.8	0.9	9	-2
COc1ccccc1-c1cc(C(=O)N/N=C\c2cn(C)nc2C)c2ccccc2n1	-10	1	5	1	1	-7	0.9	1	-1	2
Cc1ccnc(N2CCC(C(=O)NNC(=O)c3ccccc3C)CC2)n1	3	1	11	1	0.9	-8	0.9	1	-4	-3
Cc1ccc(NC2c3ccccc3C(=O)N2CCN2CCOCC2)cc1 (stereo unspecified)	4	1	13	1	0.9	-8	0.9	0.9	-1	-7
CSCCC(NS(=O)(=O)c1ccc2ccccc2c1)C(=O)O (stereo unspecified)	-4	1	7	1	1.1	-19	0.9	1.1	-2	-1
COc1ccc(NC(=O)Cn2nnc(C(=O)NCCc3ccc(OC)c(OC)c3)c2N)c(OC)c1	0	1	0	1.1	1	-14	1	1.1	-4	-3
CC(=O)N1CCC(=NNc2ccc(S(=O)(=O)N3CCOCC3)cc2[N+](=O)[O-])CC1	-4	0.9	17	1	1	7	0.8	0.8	15	-4
CCOc1cccc(OCCOCCNC(C)(C)C)c1	10	1	19	1	1.1	0	0.8	1.1	-2	-7
CC(=O)Nc1cnn(Cc2ccc(Br)cc2)c1	-4	1.1	18	1	0.9	-12	0.8	0.8	-7	0
COc1ccc(-c2noc(CCC(=O)N3CCC(C)CC3)n2)cc1	4	1	5	1	0.9	-6	0.9	1	-4	0
CCCn1nnc(NC(=O)COc2ccc(Cl)cc2)n1	6	1	1	1	0.9	-7	1	1.1	-2	-1
COCCCNC(=O)Cn1ncc2c(=O)oc3ccccc3c21	5	1.1	15	1.1	1.1	-5	0.8	1	-9	-4
COc1ccc(Nc2nc(NCc3ccco3)nc(N/N=C/c3ccccc3Cl)n2)cc1	-23	1	17	1	1	-18	0.8	1.1	-4	0
CCOC(=O)c1c(C)sc2c1N(C(=O)CN1CCOCC1)c1cc(Cl)ccc1S2	-4	1.1	57*	1.1	0.9	-15	0.4	1	-9	-3

Reformatted as comma-separated lines: entries from further up
canonical_smiles,G6PDH counter,TNAP act hi DEA,Diaph inh CS,FLuc act counter,PMI activator,TNAP inh noacc,Diaphorase act,PMI act satM6P,TNAP inh hiacc,HMGR II inh
Cc1ccnc(N2CCC(C(=O)NNC(=O)c3ccccc3C)CC2)n1,3,1,11,1,0.9,-8,0.9,1,-4,-3
Cc1ccc(NC2c3ccccc3C(=O)N2CCN2CCOCC2)cc1 (stereo unspecified),4,1,13,1,0.9,-8,0.9,0.9,-1,-7
CSCCC(NS(=O)(=O)c1ccc2ccccc2c1)C(=O)O (stereo unspecified),-4,1,7,1,1.1,-19,0.9,1.1,-2,-1
COc1ccc(NC(=O)Cn2nnc(C(=O)NCCc3ccc(OC)c(OC)c3)c2N)c(OC)c1,0,1,0,1.1,1,-14,1,1.1,-4,-3
CC(=O)N1CCC(=NNc2ccc(S(=O)(=O)N3CCOCC3)cc2[N+](=O)[O-])CC1,-4,0.9,17,1,1,7,0.8,0.8,15,-4
CCOc1cccc(OCCOCCNC(C)(C)C)c1,10,1,19,1,1.1,0,0.8,1.1,-2,-7
CC(=O)Nc1cnn(Cc2ccc(Br)cc2)c1,-4,1.1,18,1,0.9,-12,0.8,0.8,-7,0
COc1ccc(-c2noc(CCC(=O)N3CCC(C)CC3)n2)cc1,4,1,5,1,0.9,-6,0.9,1,-4,0
CCCn1nnc(NC(=O)COc2ccc(Cl)cc2)n1,6,1,1,1,0.9,-7,1,1.1,-2,-1
COCCCNC(=O)Cn1ncc2c(=O)oc3ccccc3c21,5,1.1,15,1.1,1.1,-5,0.8,1,-9,-4
COc1ccc(Nc2nc(NCc3ccco3)nc(N/N=C/c3ccccc3Cl)n2)cc1,-23,1,17,1,1,-18,0.8,1.1,-4,0
CCOC(=O)c1c(C)sc2c1N(C(=O)CN1CCOCC1)c1cc(Cl)ccc1S2,-4,1.1,57*,1.1,0.9,-15,0.4,1,-9,-3

2 entries drawn at random from those above, as already listed:
SMILES	G6PDH counter	TNAP act hi DEA	Diaph inh CS	FLuc act counter	PMI activator	TNAP inh noacc	Diaphorase act	PMI act satM6P	TNAP inh hiacc	HMGR II inh
Cc1ccnc(N2CCC(C(=O)NNC(=O)c3ccccc3C)CC2)n1	3	1	11	1	0.9	-8	0.9	1	-4	-3
CC(=O)Nc1cnn(Cc2ccc(Br)cc2)c1	-4	1.1	18	1	0.9	-12	0.8	0.8	-7	0

Following part:
SMILES	G6PDH counter	TNAP act hi DEA	Diaph inh CS	FLuc act counter	PMI activator	TNAP inh noacc	Diaphorase act	PMI act satM6P	TNAP inh hiacc	HMGR II inh
CC(C)(C)C1CCC(OCC(O)CN2CCN(c3ccccc3)CC2)CC1 (stereo unspecified)	7	1	7	1	0.9	-3	0.9	1	1	-1
COc1ccc(C[C@H]2CN3C(=NC[C@@H]3C)N2CCNC(=O)CCC2CCCCC2)cc1	3	1.1	6	1.1	1	-10	0.9	1.1	-12	-4
NS(=O)(=O)c1ccc(N/C=C/C(=O)c2ccc(Br)cc2)cc1	-6	0.9	-4	0.9	1.2	4	1	1.2	9	-6
CCn1ccnc1CN(C)Cc1cn(C)nc1-c1ccccc1F	3	1	4	1.1	1	0	1	1.1	2	1
Cn1c(SCC(=O)N2CCCC2)nnc1-c1cnccn1	12	1	23	1	0.8	-4	0.8	0.9	-5	0
Cc1ccc(-n2c(C)cc(C3=NNC(=NC4CC4)SC3)c2C)cc1C	-26	1	12	0.4	0.9	-2	0.9	1.1	-2	-2
Cc1ccc2c([N+](=O)[O-])cccc2n1	11	1.1	2	1	1	-10	1	1	-7	4
Cc1cc(C)c2cc(CN(Cc3ccc4c(c3)OCO4)Cc3nnnn3Cc3ccco3)c(=O)[nH]c2c1	-42	1	22	1.1	0.9	-8	0.8	0.9	-2	-8
O=C(O)C(=O)/C(=C\c1cccc2ccccc12)c1ccc2ccccc2n1	2	1	41	1.1	0.9	-2	0.6	0.8	-4	2
COC(=O)CNC(c1ccccc1)c1cc(Br)ccc1NC(C)=O (stereo unspecified)	10	1	2	1.1	1.1	-7	1	1.1	-2	-3
Cc1nn2c3ccccc3n(C)c2nc1=O	7	1	12	1.1	1	-6	0.9	1	-2	-2
N#Cc1ccc(-c2nnnn2-c2ccc3c(c2)OCO3)cc1	1	1.1	29	1.1	0.9	-1	0.7	0.9	-8	3
COc1ccc(N(CC(=O)NC2CCCCC2)C(=O)CCCC(=O)Nc2ccccn2)c(OC)c1	-1	1	12	1.2	0.9	-5	0.9	0.9	-3	-1
CCn1cc(C(=O)O)c(=O)c2cc(F)c(N3CCN(S(=O)(=O)c4ccc(NC(=O)OC)cc4)CC3)cc21	-34	1	5	1.1	0.9	-7	1	0.9	3	-3
O=C(NC1CCCCC1)c1ccc(NS(=O)(=O)c2cccc3cccnc23)cc1	-3	1	0	1	1	-3	1	1	0	0
O=C(Cn1nc(-c2ccccc2)ccc1=O)NCc1ccc(F)cc1	5	1	2	1.1	1.1	-7	1	1.1	-3	-4
N#Cc1ccsc1NC(=O)CN1CCN(c2ccccc2O)CC1	-14	1	12	1.1	0.9	-3	0.9	1	-2	-1
C=CCN1C(=O)N/C(=C/c2ccc(N3CCOCC3)o2)C1=O	-3	1	15	1	1.2	4	0.8	1.1	2	-1
O=c1[nH]c(CSc2ccccn2)nc2ccccc12	5	1	4	0.5	1.1	-10	1	1.1	-3	-4
CC(=O)c1cccc(NC(=O)c2ccc(NS(=O)(=O)c3c(C)noc3C)cc2)c1	6	1	9	1	0.9	-9	0.9	1	-1	2
CC1CCCCN1CCNC(=O)C1CC(=O)N(c2ccc(F)c(Cl)c2)C1 (stereo unspecified)	-2	1	15	1.1	0.9	-11	0.9	0.9	-2	-4
FC(F)(F)c1cc(Cl)c2nnc(C(F)(F)Cl)n2c1	4	1	0	1.1	1	-2	1	0.9	-2	-3
C/C(=N\NC(=S)Nc1cc(S(=O)(=O)N2CCOCC2)ccc1Cl)c1ccccc1F	3	1	26	1	0.9	-7	0.7	0.9	-4	4
CCOC(=O)C1(Cc2cccc(OC)c2)CCCN(S(=O)(=O)c2cccnc2)C1 (stereo unspecified)	4	1.1	11	1.1	1	-7	0.9	1	-7	-3
